All columns: NCI-60 one-dose screen, growth in % after 48 h at 10 µM unless noted; 100 = growth as untreated, 0 = no growth, -100 = all killed.
M14: M14 melanoma | 80,000 tested, 6.2% active
SK-MEL-5: SK-MEL-5 melanoma; 80,000 tested, 6.4% active
UACC-62: UACC-62 melanoma. AID 1794756. 81,000 tested, 5.4% active
A549/ATCC: A549/ATCC NSCLC; AID 1794740; 81,000 tested, 3.7% active
MDA-MB-435: MDA-MB-435 melanoma. 82,000 tested, 7.8% active
UACC-257: UACC-257 melanoma. 78,000 tested, 4.4% active
SK-MEL-28: SK-MEL-28 melanoma | AID 1794761 | 81,000 tested, 4.1% active
SK-MEL-2: SK-MEL-2 melanoma; AID 1794763; 77,000 tested, 4.7% active
Numbers without * were called inactive; . = not tested or not shown; & = joins results of further samples. The calls were made as follows: active = growth percent below 10; inactive = the rest. Random draw from the library; 11% or so of the library scored in one or more.

SMILES	M14	SK-MEL-5	UACC-62	A549/ATCC	MDA-MB-435	UACC-257	SK-MEL-28	SK-MEL-2
CCCSc1nc2ccccc2cc1/C=N/O	96	100	86	91	109	90	110	93
CCNc1ccc(N=Nc2c(S(=O)(=O)O)cc3cc(S(=O)(=O)O)cc(O)c3c2O)cc1	108	.	89	100	124	99	111	119
CCCCC[n+]1ccc(SCC(=O)N(C)c2ccc(OC)cc2)c2ccccc21	.	.	91	101	96	100	95	114
COC(=O)c1cc2c(=O)[nH]cc3c2c(n1)CCC3	104	104	107	101	119	102	105	95
CNc1nc(SCc2ccccc2)ncc1C	113	107	102	95	90	94	105	141
N=C(N)c1ccc(-c2ccc(-c3c[nH]c(=O)[nH]c3=O)o2)nc1	103	98	92	94	106	96	103	98
CCNC(=S)NNC=O	110	102	95	88	100	90	99	113
O=C(CSc1nnc(-c2ccc(Cl)cc2)n1-c1ccccc1)Nc1ccccc1F	84	96	95	80	107	89	96	100
O=C(Cn1c(-c2cncs2)nc2ccccc21)Nc1ccc2c(c1)OCO2	106	96	97	105	.	100	110	115
CCCCCNC(=O)c1ccc(C)cc1	97	105	.	71	108	80	111	98
Cc1nc2sc(C(=O)Nc3ccc(Br)cc3)c(N)c2cc1C(=O)c1ccccc1	102	99	84	90	102	102	109	102
c1ccc(C2NCCNC2c2ccccc2)cc1 (stereo not given)	102	104	102	98	102	100	111	99
CC1(c2ccccc2)NC(=O)N(CC(=O)Nc2ccc(C(=O)/C=C/C=C/c3ccccc3)cc2)C1=O (stereo not given)	59	52	43	59	37	64	71	90
COc1ccc(/C=C2/SC(=Nc3c(C)nn(-c4ccccc4)c3N)NC2=O)cc1	17	21	27	32	-39*	59	59	39
COc1ccc(-c2cc(-c3c[nH]c4ccccc34)nc(-c3c[nH]c4ccccc34)c2C#N)cc1	94	97	96	100	105	108	109	100
O=C1/C(=C\c2ccc(O)cc2)N=C(c2cnccn2)N1c1cccc2cccnc12	97	94	95	102	114	93	109	113
Clc1ccc(-c2cn3cc(Cc4ccc(Cl)cc4Cl)sc3n2)cc1	86	95	46	87	84	97	99	117
N#Cc1ccc(OC(=O)Nc2ccc(Br)cc2)cc1	101	100	96	93	101	97	105	.
CCOC(=O)c1c2c(c(-c3ccc(OC)cc3)n1Cc1ccc(OC)cc1)CCCc1cnoc1-2	99	99	87	92	98	98	102	82
O=C(c1cccc(F)c1)n1ccc2cc(NC(=S)Nc3ccc([N+](=O)[O-])cc3)ccc21	89	96	88	103	96	98	95	102

Limited to M14 and SK-MEL-5 (two entries from above):
molecule	M14	SK-MEL-5
COc1ccc(/C=C2/SC(=Nc3c(C)nn(-c4ccccc4)c3N)NC2=O)cc1	17	21
COc1ccc(-c2cc(-c3c[nH]c4ccccc34)nc(-c3c[nH]c4ccccc34)c2C#N)cc1	94	97

(more compounds)
SMILES	M14	SK-MEL-5	UACC-62	A549/ATCC	MDA-MB-435	UACC-257	SK-MEL-28	SK-MEL-2
O=C(c1ccc(O)cc1)[C@@H]1CN[C@@]2(C(=O)Nc3ccccc32)[C@H]1c1ccc(F)cc1	.	101	86	108	107	114	105	104
NNC(=O)C(CO)c1ccccc1 (stereo not given)	103	97	95	111	100	108	101	106
COc1ccc([C@H]2[C@H](O)C(=O)N2c2cc(OC)c(OC)c(OC)c2)cc1O	7.1*	0.3*	28	20	-13*	.	62	.
CCOC(=O)CNc1nc(N)nc(N(C)Cc2ccccc2)c1C=O	110	95	98	96	111	96	104	100
O=[N+]([O-])c1ccc(O)c(/C=N/N2CCCCC2)c1	104	.	101	102	104	97	106	97
CC(C)COC(=O)c1ccc(NC(=O)CN(C)c2ccccc2)cc1	106	94	96	88	107	96	108	107
COc1ccc(N2C(=O)C(=S)N(c3ccc(OC)cc3)C2=O)cc1	96	107	96	87	103	95	114	104
CN1CCN(CC(=O)N2c3cccc4cccc(c34)N(C(=O)CN3CCN(C)CC3)C2c2cn(-c3ccccc3)nc2-c2cccc([N+](=O)[O-])c2)CC1	-82*	-98*	-84*	16	-43*	-76*	-89*	-48*
COc1ccc(/C=C\[C@H]2O[C@@H](C)[C@H](O)[C@@H]2O)cc1	98	100	97	102	107	108	111	101
CN(C)Cc1ccc(C(C)(C)C)cc1Br	97	106	116	99	109	97	124	115
Cc1ncc(CC(=O)O)c2c1OC(C)(C)OC2	102	101	100	101	109	90	109	118
CNc1ccc(O)cc1	113&118	112&98	89&108	114&104	101&107	115&91	137&114	118&110
N#C/C(=C\C=C\c1ccc(-c2ccc(Cl)cc2Cl)o1)c1nc2ccccc2s1	89	100	87	90	96	93	117	102
c1nc(N2CCCCC2)c2[nH]ccc2n1	103	108	100	98	106	110	111	103
O=c1cc(-c2ccccc2)oc2cc(OCCCC[P+](c3ccccc3)(c3ccccc3)c3ccccc3)cc(O)c12	-70*	-98*	-60*	-56*	-67*	-91*	-98*	-94*
COc1cccc(NC(=O)Nc2ccc(Nc3ncnc4sc5c(c34)CCNC5)cc2)c1	106	91	98	80	103	80	118	.
COc1c(C=O)c(O)cc2oc(-c3ccc(Cl)cc3)cc(=O)c12	100	116	91	97	114	107	109	132
O=C(/C=C/N1C[C@H]2C[C@@H]1CN2c1ccccn1)c1ccccc1O	99	103	92	81	109	72	117	103
CSc1nc2c(c(=O)[nH]1)C(c1ccc(F)cc1)C=C(C(=O)O)N2 (stereo not given)	104	98	100	112	92	114	104	111
CCOC(=O)c1cc(C(N)=O)n2c1ccc1c3ccccc3ccc12	125	105	110	124	114	121	117	107
COCc1nc(NS(=O)(=O)c2ccc(N)cc2)nc(C)c1Br	101	102	101	94	107	104	105	97
C=C(C)[C@@H]1CCC[C@]2(COS(=O)(=O)c3ccc(C)cc3)CC[C@]3(C)[C@@H](CC[C@@H]4[C@@]5(C)CCCNC(C)(C)[C@@H]5CC[C@]43C)[C@@H]12	-21*	92	88	-12*	-25*	59	68	83
COc1cc(/C=C2\NC(=O)NC2=O)ccc1O	106	104	106	97	112	103	110	123
CN(O)C1=c2ccccc2=NC1=O	98	100	94	102	105	102	105	100
CC(C)[C@@H](C)/C=C/[C@@H](C)[C@H]1CC[C@H]2C3=C[C@@H](O)[C@@]4(O)C[C@@H](O)CC[C@]4(C)[C@@]3(O)CC[C@]12C	95	93	87	84	98	.	111	97
NS(=O)(=O)c1ccc(NC(=O)Nc2nc3ccccc3s2)cc1	96	100	100	98	106	98	107	96
C=C(c1ccc(C(=O)O)c(F)c1)c1cc2c(cc1C)C(C)(C)C=CC2(C)C	91	70	81	38	95	81	98	87
CC1=CC2=NCC(C)C(=O)N2C=C1 (stereo not given)	103	96	106	102	119	97	117	108
O=C1OC(=O)C2C3CCC(C3)C12 (stereo not given)	105	98	99	125	111	.	103	123
Nc1ccc(NC(=O)c2ccccc2)c2c1C(=O)c1ccccc1C2=O	100	94	101	97	98	89	113	108
CCCCCCCCCCCC(=O)OCc1ccccc1	107	101	112	105	105	98	115	123
COc1cc(-c2nc(-c3ccccc3)[nH]c2-c2ccnc(NCCCNS(=O)(=O)c3cccc4ccccc34)n2)ccc1F	103	95	102	92	87	104	104	104
CCOC(=O)Cc1ccc(C)cc1	92	99	97	95	97	96	109	97
Cc1c2c(cn1Cc1ccccc1)CCc1cn(C)nc1-2	.	54	70	90	104	79	104	114
CCOC(=O)c1c[nH]c2c(Cl)c3c(cc2c1=O)[N+](=O)N=N3	105	104	102	101	95	104	121	90
C=C1CCC2C3(C)COC(c4cccc(Cl)c4)OC3CCC2(C)C1/C=C/C1=CCOC1=O (stereo not given)	84	35	63	58	79	57	79	86
N#Cc1nnn(-c2ccc(S(N)(=O)=O)cc2)c1NS(=O)(=O)c1ccccc1	98	.	94	88	103	92	111	107
NC(N)=NCCCC(NC(=O)c1ccccc1)C(=O)O (stereo not given)	100	104	100	100	103	111	102	99
Cc1ccc(NCCN(C)CC(C)O)c2c(=O)c3ccccc3sc12 (stereo not given)	-49*	58	-2.7*	22	30	46	57	91
COc1cc(C(=O)/C=C/c2c(Cl)nc3sccn23)cc(OC)c1OC	79	86	79	83	73	71	94	86
O=C1NC(=Nc2ccc(O)cc2)S/C1=C\c1cccc(Cl)c1	57	71	81	55	2.1*	96	95	109
CCCCNC(=O)NOC1OC(CO)C(O)C(O)C1O (stereo not given)	100	105	98	107	111	105	117	104
NS(=O)(=O)c1ccc(N=C2NC(=O)/C(=C/c3coc4ccccc4c3=O)S2)cc1	110	102	96	104	104	108	107	100
COc1cccc2c(=O)c3c(sc12)c(NCCN(C)C)nc1ccccc13	.	33	57	7.7*	-87*	29	44	49
O=C(CSc1nc(-c2ccccc2)cn1-c1ccc(Cl)cc1)c1ccc(-c2ccccc2)cc1	93	101	88	99	103	102	106	92
CCOC(=O)Nc1ccc2c(ccn2C(=O)c2cccc(F)c2)c1	25	28	32	48	-45*	74	61	32
COC(=O)c1nc(-c2ccc(C)cc2)oc1N1CCNCC1	108	103	93	96	106	103	107	103
CC1(O)CC2CC1C(C(=O)O)C2C(=O)O (stereo not given)	100&109	105&104	106&101	110&99	111&104	109&107	111&105	102&96
CCN(CC)c1ccc(NC2=C(Cl)C(=O)c3nc(C)ccc3C2=O)cc1	40	79	95	100	-76*	-58*	38	85
O=C(CSc1nnc(-c2ccc3nc(-c4ccc(Cl)cc4)[nH]c3c2)o1)Nc1ccc(C(=O)/C=C/c2ccc(Cl)cc2)cc1	102	94	83	95	100	107	106	111
COc1ccc2c(c1)/C(=C1/S/C(=N/c3nnc(C)s3)NC1=O)C(=O)N2Cc1ccc(Br)cc1	37	36	33	21	39	57	33	26
COc1cc(-c2cc(-c3ccco3)c(C#N)c(N3CCOCC3)n2)cc(OC)c1OC	89	41	60	65	80	99	75	79
CCOC(=O)CC1=CSC2=NC3C(NN12)N(C)C(=O)N3C (stereo not given)	107	100	96	100	105	.	102	.
O=C(COc1ccc(C(=O)c2ccccc2)cc1)Nc1cccc(CO)c1	90	93	85	99	104	101	94	108
Fc1ccc(NC2=NCCN=C(Nc3ccc(F)cc3)SS2)cc1	95	91	89	80	99	87	90	.
C[C@]12CCC=CC1=C[C@@H]1[C@@H]2CC[C@]2(C)C(=O)CC[C@@H]12	110	104	99	100	99	111	104	98
CCC1OC(=O)[C@H](C)C(=O)[C@H](C)[C@@H](OC2O[C@H](C)C[C@H](N(C)C)[C@H]2O)[C@](C)(OC)C[C@@H](C)C(=O)[C@H](C)[C@H]2N(CCCCn3cnc(-c4cccnc4)c3)C(=O)O[C@@]12C (stereo not given in full)	102	110	102	100	96	100	100	108
NS(=O)(=O)c1ccc(CCN2C(=O)C=CC2=O)cc1	107	104	104	104	108	101	107	98
CCCCN(CCCC)CCCNc1c2c(nc3ccc(Cl)cc13)CCCC2	98	106	108	95	103	105	108	101
Cc1cc2c(C(C)C)c(O)c(O)c(C=NCCCCCC(=O)NCc3ccccc3)c2c(O)c1-c1c(C)cc2c(C(C)C)c(O)c(O)c(C=NCCCCCC(=O)NCc3ccccc3)c2c1O	64	64	79	45	45	.	64	54
(listing goes on)
SMILES	M14	SK-MEL-5	UACC-62	A549/ATCC	MDA-MB-435	UACC-257	SK-MEL-28	SK-MEL-2
CN(C)c1nc(C(=O)O)cc(=O)[nH]1	103	97	95	98	103	97	98	95
CO[C@H]1/C=C/C=C/C=C/C[C@H](OC(=O)[C@@H](C)NC(=O)C2CCCCC2)[C@H](C)[C@@H](O)/C(C)=C\CCC2=CC(=O)C=C(NC(=O)C1)C2=O	-40*	-57*	2.1*	-5.2*	-29*	-19*	-3.4*	-43*
Nc1ccc2c3c(ccc([N+](=O)[O-])c13)CC2	100	102	93	90	107	96	102	100
O=S(=O)(NCCCNc1nccc(-c2c(-c3ccc(F)cc3)nc3sccn23)n1)c1ccc(F)cc1	44	32	19	26	21	57	67	.
CC(C)c1nc2ccccc2n1S(=O)(=O)c1ccccc1	95	108	98	95	105	93	116	100
CC(=O)CC(=O)Nc1ccc(-c2ccc(NC(=O)CC(C)=O)c(C)c2)cc1C	94	95	100	88	103	95	104	105
O=C(Nc1ccc(F)cc1)Nc1ccc2oc(=O)ccc2c1	94	99	90	100	97	110	97	.
Oc1nc(NCc2ccccc2)sc1/C=C1\C=Nc2ncccc21	80	70	70	77	74	71	69	73
c1cncc(-c2ccc(C3CC3)s2)c1	106	100	93	96	102	98	103	100

Some of these compounds in order of count of non-hydrogen atoms, largest number first.
SMILES	M14	SK-MEL-5	UACC-62	A549/ATCC	MDA-MB-435	UACC-257	SK-MEL-28	SK-MEL-2
Cc1cc2c(C(C)C)c(O)c(O)c(C=NCCCCCC(=O)NCc3ccccc3)c2c(O)c1-c1c(C)cc2c(C(C)C)c(O)c(O)c(C=NCCCCCC(=O)NCc3ccccc3)c2c1O	64	64	79	45	45	.	64	54
CCC1OC(=O)[C@H](C)C(=O)[C@H](C)[C@@H](OC2O[C@H](C)C[C@H](N(C)C)[C@H]2O)[C@](C)(OC)C[C@@H](C)C(=O)[C@H](C)[C@H]2N(CCCCn3cnc(-c4cccnc4)c3)C(=O)O[C@@]12C (stereo not given in full)	102	110	102	100	96	100	100	108
CO[C@H]1/C=C/C=C/C=C/C[C@H](OC(=O)[C@@H](C)NC(=O)C2CCCCC2)[C@H](C)[C@@H](O)/C(C)=C\CCC2=CC(=O)C=C(NC(=O)C1)C2=O	-40*	-57*	2.1*	-5.2*	-29*	-19*	-3.4*	-43*
O=S(=O)(NCCCNc1nccc(-c2c(-c3ccc(F)cc3)nc3sccn23)n1)c1ccc(F)cc1	44	32	19	26	21	57	67	.
CC(=O)CC(=O)Nc1ccc(-c2ccc(NC(=O)CC(C)=O)c(C)c2)cc1C	94	95	100	88	103	95	104	105
Oc1nc(NCc2ccccc2)sc1/C=C1\C=Nc2ncccc21	80	70	70	77	74	71	69	73
O=C(Nc1ccc(F)cc1)Nc1ccc2oc(=O)ccc2c1	94	99	90	100	97	110	97	.
CC(C)c1nc2ccccc2n1S(=O)(=O)c1ccccc1	95	108	98	95	105	93	116	100
NS(=O)(=O)c1ccc(CCN2C(=O)C=CC2=O)cc1	107	104	104	104	108	101	107	98
Nc1ccc2c3c(ccc([N+](=O)[O-])c13)CC2	100	102	93	90	107	96	102	100
CN(C)c1nc(C(=O)O)cc(=O)[nH]1	103	97	95	98	103	97	98	95
